# NOD1 inhibition: NOD1 signaling inhibitors, primary screen, cell-based, luminescence, uHTS (AID 1578). NOD1-driven NF-kB luciferase reporter cells, luminescence; higher % means a stronger effect. inhibition, % at 4 µM, or EC50 in µM where a hit was titrated. 1% of 290,000 active; in the data active = inhibition mostly above about 36%, no sharp cut-off; inactive = mostly below about 34%;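 note: HEK-293T reporter cells stimulated with the NOD1 agonist gamma-tri-DAP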
# NTR1 ag: NTR1-driven beta-arrestin-GFP spot formation – imaging, U2OS cells, high content, primary screen (AID 493036) | P30989 | agonist mode | activation, % at 20 µM | 0.17% of 330,000 active;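 active = activation at or above 40% of the spot to cytoplasm intensity ratio, with at least 20 cells analyzed; inconclusive = wells under 20 cells, flagged as cytotoxic or low count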;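 note: 0% = DMSO without peptide and 100% = 100 nM NTR1 peptide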
# Target sequence (P30989 whole entry, looked up): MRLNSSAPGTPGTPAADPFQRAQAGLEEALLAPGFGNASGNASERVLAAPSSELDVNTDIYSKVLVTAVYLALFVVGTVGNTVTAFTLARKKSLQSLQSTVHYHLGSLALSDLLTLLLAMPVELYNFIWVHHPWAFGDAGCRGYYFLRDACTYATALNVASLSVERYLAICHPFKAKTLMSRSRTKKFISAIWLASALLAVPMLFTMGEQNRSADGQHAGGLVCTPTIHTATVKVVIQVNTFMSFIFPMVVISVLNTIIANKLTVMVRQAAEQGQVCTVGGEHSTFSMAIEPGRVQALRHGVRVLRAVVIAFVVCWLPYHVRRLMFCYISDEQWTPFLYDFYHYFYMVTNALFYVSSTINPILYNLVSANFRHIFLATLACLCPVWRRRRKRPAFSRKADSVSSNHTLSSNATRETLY
# HEK293 NOD2/NF-kB: inhibition of NOD2-driven NF-kB reporter – cell-based, luminescence, uHTS, HEK293 (AID 1566); inhibition, % at 4 µM, or EC50 in µM where a hit was titrated; 0.63% of 290,000 active; HEK293 NOD2/NF-kB luciferase reporter, luminescence; higher % means a stronger effect; note: many of its hits are not listed in these tables
# Myeloid diff MLP: promotes myeloid progenitor differentiation | AID 624256 | calls only at 10 µM | 1% of 360,000 active | ER-HoxA9 myeloid progenitors, lysozyme-GFP differentiation, flow cytometry;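 active = normalized GFP-positive differentiation at or above the plate's own cutoff, the solvent-only control mean plus 3 SD; inconclusive = no clear call, values can overlap the other calls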;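 note: cells exposed to compound for four days before flow analysis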
# KOR beta-arrestin-1: KOR agonists, beta-arrestin recruitment, primary screen, cell-based, luminescence, uHTS (AID 1777); one-dose activation, % at 10 µM; EC50 in µM for titrated hits; KOR beta-arrestin recruitment, luminescence; higher % means a stronger effect; 0.02% of 280,000 active; in the data active = activation above about 50%, passing the limit was not always enough; note: a part of the inactive calls stands beside numbers as strong as those of hits
# GPR55 antagonists: GPR55 antagonists blocking LPI-driven arrestin recruitment, primary screen, imaging, U2OS, beta-arrestin-GFP, LPI agonist (AID 2013) | U2OS GPR55 beta-arrestin-GFP translocation imaging, LPI antagonism; higher % means a stronger effect | inhibition, % at 10 µM; hits with a dose series show IC50 in µM | 0.13% of 290,000 active;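 active = spots per cell inhibited over 60%, with over 100 cells counted and total cytoplasm intensity under 500,000; inconclusive = wells with under 100 cells, flagged as likely toxic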;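 note: U2OS cells stably carrying GPR55 and arrestin-GFP stimulated by 5 µM LPI near EC80; imaged beta-arrestin-GFP aggregate spots per cell after agonist stimulation; plate controls were LPI-stimulated DMSO wells for no effect and DMSO wells without LPI for full effect; some results filed as inactive read as strong as hits; confirmed hits need IC50 under 10 µM and bright autofluorescent wells are also inconclusive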
# KOR beta-arrestin-2: KOR antagonists, beta-arrestin recruitment, cell-based, luminescence, uHTS (AID 1778). 0.091% of 290,000 active. inhibition, % at 10 µM, or IC50 in µM where a hit was titrated. KOR beta-arrestin recruitment, luminescence, antagonist mode; higher % means a stronger effect; note: strong numbers were not always called active
# T cell HTS: T cell immune modulation candidate; 2C CD8+ T cell-vesicle binding, flow cytometry; active compounds read low; calls only at 7 µM; 0.068% of 330,000 active; AID 2052;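 active = response, share of CD8 T cells binding vesicles, and their 90th percentile fluorescence all below set limits, cut at about 80% in these data, passing the limit was not always enough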
#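 Assay system – 2C mouse CD8+ T cells · Also added – QL9-loaded Drosophila micro-vesicles · Timing – Cell–vesicle co-incubation 1.5 h at 37 °C, staining 20 min on ice · Signal – flow cytometry of vesicle-bound cells · Measure – percent CD8+ FL2 mean versus row control · Controls – Peptide-free naked vesicles (low) and QL9 vesicles with 0.7% DMSO vehicle (high)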
# GPR55 beta-arrestin: GPR55 agonists via beta-arrestin recruitment, primary screen, imaging, U2OS cells, beta-arrestin-GFP redistribution (AID 1961); activation, % at 10 µM, or EC50 in µM where a hit was titrated; 0.048% of 290,000 active; U2OS GPR55 beta-arrestin-GFP redistribution imaging; higher % means a stronger effect;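 active = activation above 40% with more than 50 cells counted in the well; inconclusive = wells holding fewer than 50 cells, flagged as toxic or sparse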;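 note: U2OS osteosarcoma cells stably expressing GPR55 and beta-arrestin-GFP; plate controls were DMSO negative control for no effect and LPI positive control for full effect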
# T cell HTS vesicle-bound %: second read-out of T cell HTS, no call of its own (marks repeat the call); double positive events, %; measured here: CD8+ vesicle-bound cell fraction;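 binding gate set so that unloaded-vesicle control wells show 10% double positive cells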
# NTR1 ag cell count 20 µM: second read-out of NTR1 ag, no call of its own (marks repeat the call); cell count; measured here: cell count, cytotoxicity flag
# Myeloid diff MLP GFP+ MAC1+ %: second read-out of Myeloid diff MLP, no call of its own (marks repeat the call); GFP+ MAC1+ double positive, %; measured here: differentiation confirmed by MAC1 staining
# The depositor's hits bear a star; i = inactive; ? = inconclusive; . = not tested or not shown; [ ] = remark or other dose. Cut-off read from the data, not from the text of the source, unless noted: active = inhibition above about 50%; inactive = the rest.
SMILES,NOD1 inhibition,NTR1 ag,NTR1 ag cell count 20 µM,HEK293 NOD2/NF-kB,Myeloid diff MLP,Myeloid diff MLP GFP+ MAC1+ %,KOR beta-arrestin-1,GPR55 antagonists,KOR beta-arrestin-2,T cell HTS,T cell HTS vesicle-bound %,GPR55 beta-arrestin
Cc1ccc(/C=C/C(=O)N(Cc2cccs2)C2CCS(=O)(=O)C2)cc1 (configuration not stated),2%,-0.9,55,16%,i,1.3,2.0%,8%,-37%,i,35,-0.3%
CCOP(=O)(c1ccccc1)C(O)c1ccc([N+](=O)[O-])cc1 (configuration not stated),-7%,1.4,48,11%,i,0.7,-0.9%,4%,-10%[20 µM],i,52,-0.2%
Cc1ccc(C2=[N+]([O-])C3(CCCCC3=O)N(O)C2(C)C)cc1 (configuration not stated),0%,-3.0,64,-4%,i,2.4,-3.1%,-9%,-27%,i,27,0.0%
CCN(/C=N/c1sc2c(c1C#N)CC(C)(C)NC2(C)C)CC,-29%,-0.4,49,4%,i,5.1,2.7%,-10%,-25%,i,6,-0.2%
CCOc1ccc(N(CC(=O)N2CCCCCC2)S(=O)(=O)c2ccc(F)cc2)cc1,-6%,0.7,59,11%,i,0.8,-0.4%,6%,18%,i,63,0.0%
COC(=O)[C@@H]1CC[C@H](C)[C@@H](c2ccc(C)cc2)N1C(=O)c1ccc(/C=N/OC[C@@H](O)COCc2ccco2)cc1,-16%,5.2,43,-7%,.,.,0.1%,22%,-10%,.,.,0.1%
O=C1CCCN=C(Nc2ccc(F)c(Cl)c2)S1,9%,-0.8,64,-21%,i,0.9,4.2%,-8%,6%,i,32,0.4%
Cc1c(C(N)=O)sc2ncn(CC(=O)N3CCC(C)CC3)c(=O)c12,1%,0.0,74,-13%,i,0.8,-7.9%,5%,-44%,i,39,-0.1%
COc1cccc(NC(=O)N2CCN(c3nnnn3-c3ccccc3)CC2)c1,5%,0.1,42,-6%,i,0.4,4.8%,3%,-16%,i,26,0.2%
Cc1cc(C(=O)Nc2sc3c(c2C#N)CCC(C)C3)cs1 (configuration not stated),-30%,-0.2,61,-32%,i,0.8,1.1%,1%,-26%,i,20,-0.1%
O=C(Nc1ccccc1)c1nccn1Cc1ccc(F)cc1,-53%,-1.1,99,-34%,i,0.7,0.1%,8%,-30%,i,59,0.8%
CC(C)C(NC(=O)c1ccccc1NC(=O)c1ccco1)C(=O)O (configuration not stated),-18%,-1.0,45,-9%,i,0.9,0.6%,12%,10%,i,30,0.2%
CCn1c(SCc2nc(-c3ccccc3)no2)nnc1-c1ccco1,-30%,3.1,89,11%,i,0.4,-4.6%,8%,-18%,i,48,0.5%
CC(=O)c1ccc(NC(=O)CSc2nc3nc(C)cc(C)n3n2)cc1,0%,-0.9,64,8%,i,1.4,-5.6%,?,6%,i,43,-0.1%
O=C(Nc1ccc(S(=O)(=O)Nc2nccs2)cc1)c1cc(-c2ccccn2)nc2ccccc12,-20%,-0.9,85,6%,i,0.8,0.0%,-7%,11%[20 µM],i,33,-0.1%
O=C1[C@@H]2[C@@H]3C[C@@H]([C@H]4ON=C(c5ccc(Cl)cc5Cl)[C@@H]34)[C@@H]2C(=O)N1C1CCCCC1,-10%,7.5,50,7%,i,0.8,10%,22%,-34%,i,50,1.4%
COc1ccc(C2OC(=O)CC2C(=O)NC(C)C)cc1 (configuration not stated),-11%,-0.4,47,1%,i,6.2,1.5%,-8%,-6%,i,21,-0.1%
COc1ccc(Br)cc1/C=C/C(=O)Nc1ccc2ccccc2c1,26%,6.6,54,21%,i,0.7,0.3%,8%,4%,i,46,0.3%
Nc1nonc1-c1nc2ccccc2n1CC(=O)NC1CCCC1,-4%,-2.7,88,14%,i,0.6,.,1%,.,i,37,-0.3%
Cc1ccc(OCC(=O)NCCc2c[nH]c3ccccc23)cc1,-38%,0.0,56,3%,i,0.9,.,6%,-3%[20 µM],i,32,-0.1%
CC(C)CN(c1ccccc1)S(=O)(=O)c1nnc(NC(=O)c2ccco2)s1,46%,-0.4,59,-1%,?,.,3.9%,0%,-19%,i,4,-0.1%
COC1CCCCC1Nc1cc(C)cc(C)c1 (configuration not stated),10%,0.3,51,16%,i,1.3,-7.3%,6%,28%,i,10,0.1%
COc1ccc(NC(=O)/C(=C/c2ccc(OC(C)=O)c(OC)c2)NC(C)=O)cc1,1%,1.0,64,4%,i,1.8,-2.5%,-14%,7%,i,45,0.5%
CC(C)[C@@H]1CC[C@@H](C)c2c(-c3ccccc3)n[nH]c21,-17%,24,41,-9%,i,0.5,-0.2%,27%,11%,i,47,-0.1%
Clc1ccc(OCCCc2nc(-c3ccncc3)no2)c(Cl)c1,-11%,2.6,88,11%,i,1.5,3.7%,6%,-27%,i,38,-0.1%
CC(=O)N1CCc2cc(S(=O)(=O)NCC(=O)NCc3ccccc3Cl)ccc21,-2%,-0.9,66,7%,i,0.0,5.3%,2%,-20%,i,10,0.0%
O=C(CN1N=C(C(F)(F)F)CC1(O)c1ccc([N+](=O)[O-])cc1)c1ccccc1 (configuration not stated),-39%,7.6,100,-10%,i,0.9,-0.7%,2%,23%,i,62,0.0%
CNC(=S)NNC(=O)c1sc2cc(C(F)(F)F)cnc2c1-c1ccccn1,-35%,2.1,41,4%,i,0.2,-4.1%,8%,10%,i,52,0.4%
Cc1noc(C)c1C(=O)OCC(=O)c1ccc[nH]1,-6%,-1.4,100,3%,i,0.5,-0.7%,-4%,5%,i,10,-0.1%
CC(=O)c1ccc(NS(=O)(=O)Cc2ccc(Cl)cc2)cc1,-8%,1.2,84,-2%,i,8.1,-2.2%,7%,4%,i,16,0.1%
COc1cc(C(C)=O)ccc1OCC(O)CN1CCN(c2ccc(C)cc2C)CC1 (configuration not stated),-12%,-0.3,78,-6%,i,0.7,-1.0%,-2%,-19%[20 µM],i,49,0.6%
Cc1cnc(C(=O)OCC(=O)NC2CCCCCCC2)cn1,-27%,2.0,72,6%,i,0.2,-2.6%,12%,32%,i,60,0.2%
CSCCC(NS(=O)(=O)c1ccc2c(c1)oc(=O)n2C)C(=O)NC1CCN(Cc2ccccc2)CC1 (configuration not stated),-13%,1.5,54,14%,i,3.1,6.4%,2%,35%,i,34,0.1%
O=C(CN1C(=O)CCSc2ccc(S(=O)(=O)N3CCCC3)cc21)Nc1ccccc1Cl,-5%,-2.0,56,4%,i,5.1,3.7%,-1%,-24%,i,10,-0.1%
COc1ccc(S(=O)(=O)N2CCN(Cc3ccccc3)CC2)c(C)c1,3%,1.5,74,-11%,i,0.6,3.4%,-5%,-12%,i,38,-0.2%
CS(=O)(=O)N(CC(N)=O)c1ccc(F)c(Cl)c1,-10%,3.9,44,-4%,i,1.2,-1.7%,-3%,25%,i,50,-0.2%
COCCN(CC(=O)NCc1ccc(OC)cc1)C(=O)CCC(=O)Nc1nccs1,1%,-1.6,72,18%,i,0.5,-4.8%,0%,23%,i,42,-0.3%
CCC(C)[C@H]1COCCS(=O)(=O)N1Cc1ccc(C)cc1 (some centres not stated),-22%,-4.1,85,-8%,i,0.8,-3.1%,-5%,15%[20 µM],i,15,0.2%
Cc1ccc(C)c2[nH]c(=O)c(CCNC(=O)Cc3cccs3)cc12,-19%,-3.2,50,19%,i,2.5,-3.8%,8%,21%,i,41,0.3%
COc1ccc(C(=O)OCC(=O)Nc2cccc(C(C)=O)c2)c(OC)c1OC,2%,-0.5,74,1%,i,0.7,-2.9%,5%,-6%,i,21,-0.2%
Cc1ccc2occ(C3NC(C(=O)O)CS3)c(=O)c2c1 (configuration not stated),-13%,-0.4,43,28%,i,0.6,-1.3%,14%,7%,i,45,-0.1%
O=C(c1ccc(OC2CCN(Cc3ccccn3)CC2)cc1)N1CCCCO1,-27%,0.0,47,-1%,i,0.2,-0.4%,-4%,-8%,i,54,-0.3%
CC(=O)N1Cc2cc(N)ccc2Oc2ccccc21,-28%,-0.5,83,5%,i,0.6,-1.7%,13%,-25%,i,55,0.5%
Cc1ccc(NS(=O)(=O)c2c(C)nc3sccn3c2=O)c(C)c1,-17%,-0.4,75,5%,i,1.0,-2.5%,-12%,-14%[20 µM],i,45,0.0%
O=C(NCc1cccs1)C1CCCN(C(=O)Nc2ccccc2)C1 (configuration not stated),-18%,-1.4,61,-64%,i,0.8,-0.2%,-22%,-39%,i,39,0.2%
CCOC(=O)N1CCN(c2nc3ccc(C)cc3n3cnnc23)CC1,-10%,1.8,85,16%,i,0.5,1.2%,8%,-20%,.,.,-0.1%
CSc1oc(-c2ccco2)nc1S(=O)(=O)c1ccc(Br)cc1,-18%,0.4,77,6%,i,4.1,-3.4%,2%,-7%,i,18,-0.1%
COc1ccc(N2CCN(CCCNC(=O)c3ccc(CS(=O)(=O)c4ccc(Cl)cc4)o3)CC2)cc1,-17%,1.3,64,39%,i,3.6,-1.0%,22%,12%,i,29,-0.1%
Cc1cc(C)nc(SCC(=O)N/N=C/c2cccn2-c2ccc(O)cc2)n1,-28%,0.9,28,1%,i,0.6,-0.9%,-23%,-14%,i,33,0.0%
CCOC(=O)CCC(NC(=O)CC(=O)NC(CCC(=O)OCC)C(=O)OCC)C(=O)OCC (configuration not stated),10%,0.9,34,-11%,i,0.7,2.5%,0%,9%[20 µM],i,18,-0.2%
CCc1nnc(NC(=O)c2cccc(S(=O)(=O)N(C)c3ccccc3)c2)s1,-26%,4.5,71,-2%,i,2.3,4.0%,2%,-14%,i,30,-0.1%
CC(=O)Oc1ccc(-c2ccc(C(=O)O)cc2)cc1,-49%,0.1,63,-10%,i,0.9,2.4%,-3%,-6%,i,14,-0.5%

# Screens as filed in PubChem BioAssay.

# This is a subset; the hit share may differ from the screen's.
